Vc quorum ag = inducers of Vibrio cholerae quorum light production without autoinducers, primary screen, BH1578 luxS cqsA deficient, single point. AID 588436, 2011. 0.16% of 350,000 active. V. cholerae BH1578 lux reporter, luminescence, 6 h. activation, % at 18.7 µM; in the data active means activation mostly above about 9.7%, no sharp cut-off; inconclusive means no clear call, values can overlap the other calls; inactive means mostly below about 3.7%; further: not every result past the cut was called active; inactives centre near 0; reference of the scale not given here
PfHsp40 yeast = rescue of yeast from PfHsp40 toxicity, primary screen, S. cerevisiae, ATP luminescence; S. cerevisiae expressing PfHsp40, growth rescue; growth rescue, % at 12.5 µM; 0.68% of 340,000 active; in the data active means growth rescue above about 28%, passing the limit was not always enough; inconclusive means no clear call, values can overlap the other calls;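 further: yeast W303a lacking pdr1 and pdr3 grown in galactose medium; growth measured after three days at 30 °C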
BoNT A protease = BoNT/A light chain protease inhibitors, primary screen, biochemical, flow cytometry, MLPCN library. Botulinum neurotoxin type A light chain protease (Clostridium botulinum A str. ATCC 3502). multiplex microsphere protease substrate cleavage. inhibition, % at 10 µM. 0.17% of 360,000 active. AID 588499, 2011; further: plate controls were buffer without enzyme for full effect and enzyme alone for no effect
PriA SSB inh = inhibitors of Klebsiella pneumoniae PriA binding to SSB C-terminal tail, primary screen, biochemical, AlphaScreen. PriA–SSB C-terminal tail interaction (Klebsiella pneumoniae). AlphaScreen SSBct-PriA binding, biotinylated peptide. inhibition, % at 33 µM. 0.6% of 430,000 active; in the data active means inhibition mostly above about 37%, no sharp cut-off; inactive means mostly below about 20%;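 further: plate controls were negative control peptide for no effect and reference peptide for full effect; strong numbers were not always called active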
Y pestis TopoI = Yersinia pestis topoisomerase I inhibitors, primary screen, biochemical, cleavage product accumulation, plate reader, single point. DNA topoisomerase I (Yersinia pestis CO92). Y. pestis Topo-I cleavage product accumulation. activity, % at 10 µM. 0.064% of 360,000 active. AID 504884, 2011; in the data active means activity above about 50%, passing the limit was not always enough; inconclusive means no clear call, values can overlap the other calls; further: inactives centre near 2
TcdB inh = TcdB glycohydrolase inhibitors, primary screen, biochemical, single point, plate reader; inhibition, % at 9.99 µM; 0.24% of 350,000 active; Toxin B (Clostridioides difficile), P18177; TcdB glycohydrolase enzymatic assay; in the data active means inhibition above about 10%
3CLpro inhibitor = SARS-CoV 3CLpro protease inhibitors, primary screen, biochemical, quenched FRET; recombinant SARS-CoV 3CLpro, quenched FRET peptide cleavage; inhibition, % at 6 µM; 0.14% of 290,000 active; AID 1706, 2009; in the data active means inhibition above about 12%
VHR inh abs = VHR1 phosphatase inhibitors, primary screen, biochemical, absorbance, uHTS; inhibition, % at 13.3 µM; Dual specificity protein phosphatase 3 (Homo sapiens), P51452; 0.52% of 290,000 active; recombinant VHR phosphatase, pNPP absorbance; in the data active means inhibition above about 50%; further: some compounds called inactive have numbers as strong as hits
Target sequence (P51452 whole entry, looked up): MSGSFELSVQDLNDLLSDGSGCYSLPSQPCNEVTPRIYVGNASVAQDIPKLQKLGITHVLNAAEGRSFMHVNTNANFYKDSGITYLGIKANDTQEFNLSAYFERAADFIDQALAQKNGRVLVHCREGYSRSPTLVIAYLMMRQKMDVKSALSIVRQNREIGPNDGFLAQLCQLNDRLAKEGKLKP
Anthrax LF inh2 = Bacillus anthracis LF protease inhibitors, primary screen, biochemical, multiplex microsphere, MLPCN library; Lethal factor (Bacillus anthracis), P15917; multiplex microsphere protease cleavage assay; inhibition, % at 10 µM; 0.12% of 360,000 active; AID 588501, 2011; further: plate controls were buffer without enzyme for full effect and enzyme alone for no effect
Target sequence (P15917 whole entry, looked up): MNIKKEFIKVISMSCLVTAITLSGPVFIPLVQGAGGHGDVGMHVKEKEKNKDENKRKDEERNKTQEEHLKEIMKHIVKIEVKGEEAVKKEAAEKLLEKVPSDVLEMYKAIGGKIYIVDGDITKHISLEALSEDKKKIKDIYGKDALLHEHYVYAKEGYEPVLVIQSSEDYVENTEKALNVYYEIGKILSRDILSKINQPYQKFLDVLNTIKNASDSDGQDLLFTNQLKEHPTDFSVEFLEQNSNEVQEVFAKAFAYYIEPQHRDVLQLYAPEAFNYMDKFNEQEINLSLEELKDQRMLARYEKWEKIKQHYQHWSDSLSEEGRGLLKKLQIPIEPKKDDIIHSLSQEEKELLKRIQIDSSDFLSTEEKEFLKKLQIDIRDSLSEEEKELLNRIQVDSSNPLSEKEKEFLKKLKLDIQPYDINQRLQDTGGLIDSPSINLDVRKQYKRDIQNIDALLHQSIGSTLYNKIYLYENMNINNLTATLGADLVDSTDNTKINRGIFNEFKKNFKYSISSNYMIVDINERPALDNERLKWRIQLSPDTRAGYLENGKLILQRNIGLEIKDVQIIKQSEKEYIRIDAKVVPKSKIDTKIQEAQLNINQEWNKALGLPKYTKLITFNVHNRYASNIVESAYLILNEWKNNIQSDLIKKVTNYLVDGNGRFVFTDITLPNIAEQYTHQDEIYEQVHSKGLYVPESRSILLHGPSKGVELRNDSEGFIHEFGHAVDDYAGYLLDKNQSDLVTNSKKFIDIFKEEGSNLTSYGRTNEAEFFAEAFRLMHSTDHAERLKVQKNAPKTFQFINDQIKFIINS
CCHFV vOTU inh = CCHFV vOTU protease inhibitors, primary screen, biochemical, Pep-AMC substrate, fluorescence | Crimean-Congo hemorrhagic fever virus L polyprotein viral ovarian tumor (vOTU) protease … | AID 651958, 2012 | 0.55% of 370,000 active | inhibition, % at 11.5 µM; in the data active means inhibition above about 30%; further: 0% = vehicle wells with enzyme and 100% = no enzyme wells
Numbers without * were called inactive; i = inactive; ? = inconclusive; / = not tested or not shown. Unless noted, no stated cut-off is given here; in the data, active means inhibition above about 30%; inconclusive means no clear call, values can overlap the other calls; inactive means below that.

SMILES | Vc quorum ag | PfHsp40 yeast | BoNT A protease | PriA SSB inh | Y pestis TopoI | TcdB inh | 3CLpro inhibitor | VHR inh abs | Anthrax LF inh2 | CCHFV vOTU inh
CCCCOCCCNC(=O)CC(C)c1ccccc1 (configuration not stated) | i | -1.5 | 0.5 | -12.0 | -9.8 | / | -4.2 | -3.8 | 1.6 | 1.0
N/C(=N\OC(=O)CCCOc1ccc(Cl)cc1Cl)c1ccccn1 | i | 2.0 | -0.5 | / | 39.1 | / | 6.2 | 29.8 | 1.8 | 4.5
CC1CCCCN1C(=O)CSc1nnc(-c2ccccc2O)o1 (configuration not stated) | 0.4 | 20.3 | 2.9 | 5.8 | 3.4 | -5.1 | 1.1 | 26.3 | 16.3 | -4.9
COc1cccc(OC)c1C(=O)NC(=S)Nc1ccc2c(c1)Cc1ccccc1-2 | i | 0.0 | -0.8 | -9.0 | 3.6 | 1.7 | -0.1 | 9.9 | -12.9 | -5.0
O=C(Cn1c(C(F)(F)F)nc2ccccc21)c1ccccc1 | -0.4 | -0.7 | -0.1 | -5.9 | -2.6 | 2.5 | 4.7 | 0.2 | -2.4 | 0.7
O=C1C2C3C=CC(C3)C2C(=O)N1CNc1ccccc1 (configuration not stated) | i | -0.3 | 0.2 | 2.6 | -0.1 | / | 2.8 | -8.0 | 1.1 | -1.1
CCC(=O)N(C)CCc1cc2c(c(OC)c1/C=N/NC(=O)[C@H]1C[C@@H]1c1ccccc1)OCO2 | -0.4 | 1.5 | -0.1 | i | 13.8 | 4.0 | 3.4 | -17.0 | -5.5 | 13.4
C[C@@H]1CN=C2N(CCNC(=O)CCC3CCCCC3)[C@H](Cc3ccc(O)cc3)CN21 | i | -0.2 | -0.4 | 0.6 | -1.9 | -0.1 | 2.0 | 21.2 | -8.6 | 9.2
COc1ccc(Cc2nc(-c3ccccc3)no2)cc1 | -0.7 | 1.0 | -2.1 | -127.2 | 5.2 | / | -5.1 | 9.7 | -1.8 | 1.3
O=C(c1ccc(S(=O)(=O)NCC2CCCO2)cc1)N1CCN(c2ccccc2)CC1 (configuration not stated) | i | -1.2 | 0.7 | -13.4 | 2.7 | -0.6 | 7.6 | 12.1 | -0.8 | -1.1
CCc1ccc(NC(=O)CN(c2ccc(OC)cc2)S(=O)(=O)c2c(C)nn(C)c2C)cc1 | i | -0.8 | -0.8 | -3.4 | 31.2 | 0.5 | 2.2 | 14.0 | -2.1 | 12.0
Cc1cccc(N2CC(C(=O)OCC(=O)Nc3sccc3C(N)=O)CC2=O)c1C (configuration not stated) | i | -0.7 | 0.7 | -8.6 | -0.4 | 0.0 | / | / | -3.2 | 2.2
CCOC(=O)Cc1c(C)nc2c(C#N)c(C)nn2c1C | i | -0.4 | 1.3 | -7.4 | 0.2 | / | 0.0 | 6.5 | -3.3 | -20.3
CCOc1cc(NC(=O)C2CCCO2)c(OCC)cc1NC(C)=O (configuration not stated) | i | 0.8 | -3.4 | -14.7 | 11.9 | / | -2.1 | 1.8 | -3.2 | -6.8
CCOc1ccc2nc(NC(=O)c3cccnc3)sc2c1 | -0.4 | -1.4 | -1.0 | -2.2 | 3.7 | 0.8 | -0.2 | 13.5 | -3.6 | 14.2
O=C(OCc1ccc(F)cc1)c1cc(S(=O)(=O)N2CCCCC2)ccc1N1CCOCC1 | 1.4 | / | -4.8 | -11.9 | -3.3 | 2.3 | / | / | ? | -13.8
CCCN1C2CCCC1CC(NC(=O)c1cc(OC)cc(OC)c1)C2 (configuration not stated) | -0.8 | -2.8 | -0.6 | -5.0 | -2.0 | 2.7 | 4.1 | 24.0 | -14.7 | 5.8
CC(Oc1ccc2c(-c3ccccc3)cc(=O)oc2c1)C(=O)NCCN1CCOCC1 (configuration not stated) | -0.7 | -1.4 | -0.5 | -1.5 | 4.4 | 0.6 | 4.5 | 5.7 | 0.9 | -1.6
CC1CC(C)CN(C(=O)C2CCN(S(=O)(=O)c3cccs3)CC2)C1 (configuration not stated) | -0.6 | 0.5 | -1.2 | -11.0 | 3.4 | 1.8 | -0.4 | 42.9 | -4.2 | 3.9
O=C(CSc1ccc(F)cc1)NCCc1ccc(Cl)cc1 | -0.2 | 0.8 | -2.8 | -9.7 | 10.6 | 0.6 | 6.1 | -7.2 | -10.3 | -2.2

An excerpt from above in order of number of heavy atoms, ascending.
SMILES | Vc quorum ag | PfHsp40 yeast | BoNT A protease | PriA SSB inh | Y pestis TopoI | TcdB inh | 3CLpro inhibitor | VHR inh abs | Anthrax LF inh2 | CCHFV vOTU inh
COc1ccc(Cc2nc(-c3ccccc3)no2)cc1 | -0.7 | 1.0 | -2.1 | -127.2 | 5.2 | / | -5.1 | 9.7 | -1.8 | 1.3
O=C(CSc1ccc(F)cc1)NCCc1ccc(Cl)cc1 | -0.2 | 0.8 | -2.8 | -9.7 | 10.6 | 0.6 | 6.1 | -7.2 | -10.3 | -2.2
Cc1cccc(N2CC(C(=O)OCC(=O)Nc3sccc3C(N)=O)CC2=O)c1C (configuration not stated) | i | -0.7 | 0.7 | -8.6 | -0.4 | 0.0 | / | / | -3.2 | 2.2

Remaining list, next part:
SMILES | Vc quorum ag | PfHsp40 yeast | BoNT A protease | PriA SSB inh | Y pestis TopoI | TcdB inh | 3CLpro inhibitor | VHR inh abs | Anthrax LF inh2 | CCHFV vOTU inh
Cc1c(C(=O)OCC(=O)N(C)c2ccccc2)cccc1[N+](=O)[O-] | i | -1.2 | -0.1 | -8.4 | 13.5 | 0.9 | 4.2 | 25.9 | 2.6 | 4.5
COc1cnc(-c2ccccn2)nc1N(C)c1ccccc1 | i | 183.2* | -0.8 | 97.9* | 4.0 | 1.6 | 2.1 | 8.8 | -8.9 | 8.4
CN1c2ccc([N+](=O)[O-])cc2C(C)(C)C12C=Cc1cc(C(=O)O)ccc1O2 (configuration not stated) | i | 199.7* | 2.3 | 1.5 | 4.5 | 1.1 | 2.5 | 37.7 | 9.8 | 12.1
COC(=O)C1=C(Nc2ccc(C)cc2)C=C(C)C(C(=O)OC)C1c1cccc(OC)c1 (configuration not stated) | -0.3 | -0.1 | 0.1 | -11.5 | 39.6 | / | 0.1 | 8.9 | 1.2 | -2.1
Cc1ccc(C(=O)Nc2nccs2)cc1 | -3.3 | 1.1 | -4.7 | -0.8 | 2.3 | 1.4 | -1.8 | 24.2 | 1.7 | 0.1
COc1cccc2c(=O)c(C/C=C(/C)Cl)c(C)[nH]c12 | i | -0.6 | -0.1 | 7.3 | -9.7 | / | -5.2 | 11.7 | -2.0 | 4.1
c1coc(CN2CN=C(Nc3nc4ccccc4s3)NC2)c1 | -0.3 | -0.3 | -0.4 | -4.6 | 1.7 | / | 1.2 | -4.1 | -2.1 | -2.8
COc1ccccc1CNC(=O)COC(=O)c1ccc2c(=O)n3c(nc2c1)CCCCC3 | i | -0.4 | -0.7 | -3.2 | -11.1 | 1.1 | / | / | -1.8 | -2.4
O=C(CN1CCCCC1)Nc1ccc(S(=O)(=O)N2CCOCC2)cc1 | -2.9 | 0.3 | -1.7 | -9.4 | 4.9 | / | -0.2 | -20.9 | -1.4 | 3.7
CC(C)CCOP(=O)(c1ccc(N(C)C)cc1)C(Nc1ccccc1)c1ccc(N(C)C)cc1 (configuration not stated) | -0.2 | -0.2 | 0.2 | 0.5 | 3.3 | 1.0 | -1.4 | 23.7 | -1.4 | 4.7
CCOC(=O)N1CCC(=NNC(=O)Cn2ccc(C(F)(F)F)n2)CC1 | i | -1.0 | 0.3 | 2.8 | -10.1 | 0.9 | -3.8 | -6.3 | -3.0 | 8.6
OCC1(Cc2ccccc2)CCCN(Cc2cn[nH]c2-c2ccccc2)C1 (configuration not stated) | -0.3 | -0.7 | -0.4 | 8.2 | 7.5 | -0.2 | -1.4 | 6.5 | 4.0 | -4.0
COC(=O)c1ccc(NC(=O)CCOc2ccccc2)cc1 | -0.6 | 0.0 | -0.9 | -7.7 | 2.9 | 1.9 | 2.6 | 33.4 | -0.6 | 16.0
CC(C)c1ccc(NC2CCCN(C(=O)CN3CCCC3=O)C2)cc1 (configuration not stated) | -0.3 | -0.4 | -3.9 | 4.9 | 2.0 | -0.3 | 0.1 | -12.2 | 1.2 | 2.0
CCC(CC)n1c(C)cc(=O)n1C(CC)CC | 1.2 | -1.2 | -0.7 | -13.4 | 5.7 | 0.1 | / | / | 1.9 | -3.1
CN(C)c1ccc(C=C2C=Cc3ccccc32)cc1 | i | -0.7 | -0.2 | -0.3 | -6.2 | 0.7 | / | / | -5.7 | -0.4
CCn1c(=S)sc2c(=O)n(CC(=O)Nc3ccccc3C(F)(F)F)c(C)nc21 | -0.2 | -0.1 | 0.7 | -24.3 | 7.4 | -0.4 | 6.6 | 12.8 | -1.5 | 16.6
O=C1/C(=C/c2cccs2)Sc2ccccc21 | -0.3 | -0.6 | 1.2 | 10.6 | 10.2 | 0.9 | -4.4 | 28.2 | -6.8 | 6.4
CC(C)Oc1cccc(C(=O)C2CCCN(Cc3ccc(Oc4ncccn4)cc3)C2)c1 (configuration not stated) | 3.6 | -1.1 | -0.7 | -3.1 | 5.1 | 1.4 | 3.3 | 30.7 | -0.3 | -9.4
CCOc1ccc(NC(=O)CN(C)C(=O)c2cccnc2Sc2ccc(Cl)cc2)cc1OCC | 5.0 | 0.1 | -3.9 | 9.5 | 11.5 | 1.6 | / | / | 3.3 | 5.2
COC(=O)[C@H](CC(C)C)NC(=O)c1cc2c(cn1)[nH]c1ccccc12 | i | 0.2 | 0.1 | 2.3 | 4.8 | -0.3 | -1.0 | 8.6 | 3.2 | -7.4
CSc1ccccc1OCc1cc(C(=O)NCc2ccc(C)s2)no1 | -0.1 | -0.7 | 3.0 | -5.7 | 41.9 | 1.7 | -2.9 | 35.7 | 1.4 | 16.4
Cc1ccc(S(=O)(=O)N/N=C\c2cn(CC(N)=O)c3ccccc23)cc1C | -0.6 | -0.5 | -2.8 | / | 4.3 | 0.5 | 3.5 | 5.9 | -1.9 | 8.6
CCC(C)(C)C1CCC(NC(=O)c2ccc(S(=O)(=O)N3CCOCC3)cc2)CC1 (configuration not stated) | i | 1.4 | 0.5 | -3.3 | 11.1 | 0.3 | / | / | -1.5 | 4.4
COc1ccc(C(=O)NC2CCCCCC2)cc1S(=O)(=O)N1CCCc2ccccc21 | -2.0 | -0.1 | 0.5 | -5.1 | -11.2 | / | -2.1 | 15.5 | 2.0 | 4.6
CC1CC(C)CN(C(=O)COC(=O)c2cc3ccccc3cc2O)C1 (configuration not stated) | i | 5.2 | 0.4 | -10.5 | 29.9 | / | 2.9 | 8.1 | -0.4 | 27.2
CCN(CC)c1ccc(NC(=O)COC(=O)CCc2cc(OC)c(OC)c(OC)c2)cc1 | -1.3 | / | -0.5 | / | 19.6 | -9.2 | / | / | -5.7 | 15.0
COc1cc(NC(=O)c2c(F)c(F)c(F)c(F)c2F)c(OC)cc1Cl | i | 0.4 | 1.5 | -19.7 | 0.6 | / | -1.2 | 8.3 | -2.1 | -2.6

A portion of the library; rates above refer to the full screens.
